Screening data (PubChem)
Efflux pump mplx = inhibitors of Candida efflux pumps in yeast, primary screen, S. cerevisiae, Nile Red, multiplex. S. cerevisiae Candida pump triplex. inhibition, % at 10 µM. 0.44% of 330,000 active;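 active = plate passing quality check with inhibition over a set limit, or well fluorescence over plate mean plus 4 SD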;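 note: Nile Red retained in pooled yeast measured as flow cytometry median fluorescence; 0% = buffer negative control and 100% = Enniatin B positive control; higher means more Nile Red kept so more efflux inhibition; some compounds called inactive have numbers as strong as hits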
LAP4 TOR yeast = modulators of LAP4-GFP expression in yeast, primary screen, S. cerevisiae, multiplex flow cytometry, MLPCN library; AID 2023, 2009; 3 h; median GFP as percent of DMSO wells; 0.34% of 320,000 active; GFP response vs DMSO, % at 10 µM;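 active = GFP response vs DMSO above a set limit, about the screen mean plus 3 SD, cut at about 150% in these data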
AHR activator = AHR activators, primary screen, cell-based, luminescence, luciferase reporter, human. AHR-responsive luciferase reporter cells. activation, % at 5 µM. 2.5% of 320,000 active; in the data active = activation above about 47%;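 note: 0% = vehicle wells and 100% = reference agonist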
Target sequence (P35869 whole entry, looked up): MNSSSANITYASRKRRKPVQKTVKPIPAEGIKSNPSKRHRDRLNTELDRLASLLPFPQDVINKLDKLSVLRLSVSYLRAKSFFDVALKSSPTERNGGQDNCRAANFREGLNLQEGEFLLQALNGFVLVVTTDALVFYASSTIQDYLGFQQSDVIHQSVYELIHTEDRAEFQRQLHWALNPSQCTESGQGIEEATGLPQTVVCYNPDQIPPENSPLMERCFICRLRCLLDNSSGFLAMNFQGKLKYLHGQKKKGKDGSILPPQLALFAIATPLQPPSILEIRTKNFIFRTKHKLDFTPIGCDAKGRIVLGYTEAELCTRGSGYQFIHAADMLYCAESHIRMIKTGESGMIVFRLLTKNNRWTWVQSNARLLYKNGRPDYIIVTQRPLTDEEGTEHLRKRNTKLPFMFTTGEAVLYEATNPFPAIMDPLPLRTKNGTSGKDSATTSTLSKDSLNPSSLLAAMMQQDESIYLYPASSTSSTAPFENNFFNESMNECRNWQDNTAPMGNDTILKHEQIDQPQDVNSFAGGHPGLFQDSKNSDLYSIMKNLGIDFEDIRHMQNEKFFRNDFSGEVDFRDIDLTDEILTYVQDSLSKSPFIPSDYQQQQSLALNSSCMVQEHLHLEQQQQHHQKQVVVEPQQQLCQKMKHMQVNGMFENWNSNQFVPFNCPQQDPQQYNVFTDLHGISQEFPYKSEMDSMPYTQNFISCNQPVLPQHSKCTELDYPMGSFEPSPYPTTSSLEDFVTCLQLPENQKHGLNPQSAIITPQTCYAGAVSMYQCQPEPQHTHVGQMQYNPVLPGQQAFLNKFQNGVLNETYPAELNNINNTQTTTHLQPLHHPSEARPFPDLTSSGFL
AGP1 TOR yeast = modulators of AGP1-GFP expression in yeast TOR pathway, primary screen, cell-based, multiplex flow cytometry, S. cerevisiae, MLPCN library. 3 h; GFP as percent of DMSO wells. GFP response vs DMSO, % at 10 µM. 0.02% of 320,000 active;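 active = GFP response relative to DMSO above a set limit, near screen average plus 3 SD, cut at about 150% in these data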;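 note: median GFP channel fluorescence of the gated AGP1 strain per well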
CIT2 TOR yeast = modulators of CIT2-GFP expression in yeast, primary screen, S. cerevisiae, GFP fusion, multiplex flow cytometry, MLPCN library; S. cerevisiae CIT2-GFP strain, 3 h; 100 means same as DMSO wells; GFP response vs DMSO, % at 10 µM; 0.065% of 320,000 active;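 active = GFP response relative to DMSO above a set limit, near the screen mean plus 3 SD, cut at about 150% in these data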;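 note: ratio of well median GFP fluorescence to mean of DMSO wells on the plate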
RPL19A TOR yeast = RPL19A-GFP expression modulators in yeast, primary screen, cell-based, S. cerevisiae, multiplex flow cytometry, MLPCN; S. cerevisiae RPL19A-GFP strain, 3 h; hits give low values; percent response vs DMSO, % at 10 µM; 0.3% of 330,000 active;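 active = percent response vs DMSO below 50%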;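 note: median channel GFP fluorescence of the barcoded RPL19A-GFP strain; ratio of sample median GFP to plate DMSO average so 100% = DMSO; lower means less RPL19A-GFP as with rapamycin TOR inhibition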
Yeast superoxide = reduction of superoxide in aged yeast, primary screen, HTS | S. cerevisiae aged cells, superoxide DHE fluorescence; hits give low values | superoxide response (% of plate mean), % at 10 µM | 0.18% of 330,000 active | AID 2690, 2010;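 active = superoxide response under a set limit, about three screen SD below normal, cut at about 65% in these data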;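 note: yeast aged for seven days with compound at 30 °C before DHE staining; 100% = average MFI of all compound-treated wells on the plate with controls excluded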
MEP2-GFP yeast = modulators of MEP2-GFP levels in yeast, primary screen, S. cerevisiae, multiplex flow cytometry, MLPCN library; S. cerevisiae MEP2-GFP strain, 3 h; 100% = DMSO control level; GFP response vs DMSO, % at 10 µM; 0.51% of 330,000 active;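 active = GFP response versus DMSO above a set limit, roughly screen mean plus 3 SD, cut at about 180% in these data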;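 note: median GFP fluorescence of the barcode-gated MEP2-GFP cells per well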
* hit, by the source's call; / = not tested or not shown.

SMILES	Efflux pump mplx	LAP4 TOR yeast	AHR activator	AGP1 TOR yeast	CIT2 TOR yeast	RPL19A TOR yeast	Yeast superoxide	MEP2-GFP yeast
O=C(Nc1ccccc1)c1ccc(NCCN2C(=O)CCC2=O)c([N+](=O)[O-])c1	0.2	104	81*	102	99	99	99	91
COc1ccc(C(C)=O)cc1COC(=O)CCC(=O)c1cccs1	0.3	101	0	97	101	97	101	103
CCOc1ccc(CN(C(=O)c2oc3ccccc3c2C)C2CCS(=O)(=O)C2)cc1 (configuration not stated)	-0.1	107	4	103	102	110	94	109
COC(=O)c1cn(NC(=O)c2cc([N+](=O)[O-])ccc2F)c(=O)c2ccccc12	-0.5	90	4	109	126	101	114	97
COc1cccc(NC(=O)NC2CCN(Cc3nnnn3Cc3ccc(F)cc3)CC2)c1	-0.1	102	4	104	97	100	85	111
CCOP(=O)(OCC)C(Nc1ccccc1)c1ccccc1C(F)(F)F (configuration not stated)	0.0	103	-1	100	97	95	106	94
[O-]/[N+](=C\c1ccco1)c1ccc(Cl)cc1	0.0	103	37	105	109	102	68	110
CC1=C(C)C(OCCCl)N(c2cc(O)c(Cl)cc2F)C1=O (configuration not stated)	0.1	98	1	100	89	103	128	105
CCOC(=O)c1cc(S(=O)(=O)NCc2ccc3c(c2)OCO3)cn1C	0.1	96	2	98	107	97	96	99
CCN(CC)S(=O)(=O)c1cc(C(=O)O)ccc1Cl	-0.2	101	10	101	96	99	116	99
COC(=O)c1ccc(NC(=O)N2CCC(O)(c3cccnc3)CC2)cc1	0.0	95	-1	102	104	99	90	103
Cc1cccc(Nc2nc(N3CCCC3)nc(N3CCCC3)n2)c1	0.1	121	0	93	93	97	104	111
Cc1cccc2c(N=NC(=O)c3ccc(NS(=O)(=O)c4cccs4)cc3)c(O)[nH]c12	0.1	105	17	102	103	100	101	101
N#Cc1ccccc1OCC(=O)NNC(=O)c1ccncc1	-0.1	93	16	94	93	91	104	93
Cc1cc(C(=O)N2CCCC(C(=O)c3cccc(C(F)(F)F)c3)C2)nc(C)n1 (configuration not stated)	0.1	102	1	96	97	105	118	111
COc1cccc(OC)c1C(=O)NC(C)C12CC3CC(CC(C3)C1)C2 (configuration not stated)	0.0	103	0	105	110	107	97	93
CC(=O)c1ccc(-n2c(C)ccc2-c2ccccc2)cc1	0.1	112	0	98	94	102	93	105
CCOc1nc2c(c(-c3cccs3)c1C#N)Cc1ccccc1-2	0.5	107	6	90	90	95	99	102
CCC(=O)c1ccc(OCC(=O)NC2CCCC2)cc1	0.4	100	3	97	89	102	112	105
CN(C)S(=O)(=O)c1ccc(C(=O)NNC(=O)c2ccccc2-n2cccc2)cc1	0.0	117	1	106	98	109	95	119
COC(=O)c1ccccc1OCC(=O)NC1CCCCC1	0.4	165*	-2	97	79	96	66	99
CCSc1ncc(Cl)c(C(=O)Nc2ccc(S(=O)(=O)Nc3ncccn3)cc2)n1	-0.1	86	0	64	83	96	86	96
O=C(NC1CCCCCCC1)c1c(Cl)cccc1Cl	0.1	114	-3	100	101	99	88	108
COc1cc(/C=N/NC(=O)c2cccnc2)ccc1OS(=O)(=O)c1cc(C)ccc1C	0.1	90	27	99	96	107	121	107
COc1ccc(C(=O)NC2CCCc3c2cnn3-c2ccccc2F)cc1OC (configuration not stated)	0.0	91	3	100	98	98	83	101
CCOC(=O)c1ccccc1NC(=O)CSc1nc2ccccc2c(=O)[nH]1	-0.2	101	3	117	98	100	89	102
OCCCCc1nccc2c1[nH]c1ccccc12	0.1	100	4	106	104	104	95	101
Cc1ccc(NC(=O)N2CCCC(C(=O)O)C2)cc1 (configuration not stated)	-0.1	106	0	104	108	107	82	109
S=C1NC(C23CC4CC(CC(C4)C2)C3)=CC(c2ccc3c(c2)OCO3)N1 (configuration not stated)	0.5	106	-2	93	97	81	139	115
COc1cccc(C(=O)Nc2ccc3c(c2)C(=O)NC3=O)c1	-0.1	101	19	104	99	102	87	95

Next part, starting with the last 6 of the part before.
SMILES	Efflux pump mplx	LAP4 TOR yeast	AHR activator	AGP1 TOR yeast	CIT2 TOR yeast	RPL19A TOR yeast	Yeast superoxide	MEP2-GFP yeast
COc1ccc(C(=O)NC2CCCc3c2cnn3-c2ccccc2F)cc1OC (configuration not stated)	0.0	91	3	100	98	98	83	101
CCOC(=O)c1ccccc1NC(=O)CSc1nc2ccccc2c(=O)[nH]1	-0.2	101	3	117	98	100	89	102
OCCCCc1nccc2c1[nH]c1ccccc12	0.1	100	4	106	104	104	95	101
Cc1ccc(NC(=O)N2CCCC(C(=O)O)C2)cc1 (configuration not stated)	-0.1	106	0	104	108	107	82	109
S=C1NC(C23CC4CC(CC(C4)C2)C3)=CC(c2ccc3c(c2)OCO3)N1 (configuration not stated)	0.5	106	-2	93	97	81	139	115
COc1cccc(C(=O)Nc2ccc3c(c2)C(=O)NC3=O)c1	-0.1	101	19	104	99	102	87	95
CC(=O)OCC[n+]1c(C)n(-c2ccccc2)c2ccc(Cl)cc21	0.1	96	-2	97	98	101	100	104
CCn1c(CNc2ccc(Cl)cc2)nnc1SCc1ccccc1	0.2	101	1	95	88	99	79	98
COC(=O)CNC(=O)C1CCC(CNS(=O)(=O)c2cccc3nsnc23)CC1 (configuration not stated)	-0.1	104	0	106	110	107	109	108
CC(C)(C)c1ccc(OCC(=O)NCCN2CCOCC2)cc1	-0.3	94	8	90	100	97	90	104
O=[N+]([O-])c1ccc(N2CCN(S(=O)(=O)c3ccccc3)CC2)cc1NCC1CCCO1 (configuration not stated)	0.0	89	-1	99	99	103	102	98
Cc1ccc(-c2cc(C(=O)NCC3CCCO3)no2)cc1 (configuration not stated)	0.1	103	-2	93	97	98	103	98
CCC(=O)Nc1nc2ccccc2n1Cc1ccccc1Cl	0.2	105	3	102	91	99	91	96
CC1CCC2C(=O)N(c3cccc(C(=O)Nc4ccccc4Cl)c3)C(=O)C2C1 (configuration not stated)	-0.1	85	3	88	88	97	107	97
O=C(CSc1nnc2ccccn12)NCCN1C(=O)CSC1=O	0.1	106	2	99	96	104	108	111
Cc1ccc(-c2csc(N(CCc3ccccc3)C(=O)COc3ccccc3)n2)cc1	0.1	93	4	99	94	98	99	97
CCOc1cc(/C=C2/C(=N)N3OC(C)=CC3=NC2=O)ccc1OC(=O)c1ccco1	0.1	89	1	103	107	104	103	106
CN(C)CC(C)(C)CN=Cc1c(O)[nH]c2ccccc12	-0.1	92	10	104	107	108	96	107
c1ccc(Cn2nnc3c(N4CCCC4)ncnc32)cc1	0.1	99	-3	89	98	/	112	99
O=C(CN1c2cccc3cccc(c23)S1(=O)=O)Nc1ccc(F)c(F)c1F	0.4	101	0	99	98	97	100	102
CCCOc1ccccc1C(=O)N(Cc1ccc(C)o1)C1CCS(=O)(=O)C1 (configuration not stated)	-0.2	91	1	97	100	97	108	105
C=CC[n+]1c(-c2ccc(Cl)cc2Cl)csc1Nc1c(C)n(C)n(-c2ccccc2)c1=O	0.1	96	5	101	92	94	100	93
Cc1nc2ccc(C(=O)N3CCN(c4ccccn4)CC3)cc2s1	0.2	90	5	80	89	89	105	85
CC(=O)Oc1ccc(C23CC4CC(CC(C4)C2)C3)cc1C(=O)O	0.0	99	-1	81	86	104	89	106
Cc1c(OCC(=O)N2CCC(C(=O)NCCCC(=O)O)CC2)ccc2c1oc(=O)c1ccccc12	0.0	97	2	105	100	100	113	93
Cc1ccc(C)c(N2CCN(CCN3CCCCC3)CC2)c1	-0.1	97	3	105	100	99	84	100
O=C(Nc1ccccc1C(=O)N1CCCCC1)c1ccc(Cl)cc1Cl	-0.2	90	3	102	104	101	87	97
COc1ccccc1C(=O)C1CCCN(C(=O)c2cn3cc(Cl)ccc3n2)C1 (configuration not stated)	0.0	106	1	108	107	106	100	101
Cn1c(NC(=O)c2ccc(S(=O)(=O)N3CCOCC3)cc2)cc(=O)n(C)c1=O	0.7	90	2	94	94	103	101	103
c1ccc(-c2ccc(-c3ccccn3)s2)nc1	0.0	114	33	99	84	97	98	98
CCOc1ccc(CN(C)C(C)C(=O)NCCc2ccc(F)cc2)cc1 (configuration not stated)	0.3	102	8	98	109	99	114	101
Cc1sc2ncnc(Sc3nnnn3-c3ccccc3)c2c1C	0.1	103	-1	97	104	97	133	94
CCc1ccc(-c2csc3ncn(CC)c(=O)c23)cc1	0.0	92	19	96	99	102	105	97
CC(C)=NOC(=O)c1ccc(-c2ccccc2)cc1	0.2	102	-1	76	91	98	141	96
CC(=O)/C=C(\C)Nc1ccccc1O	-0.4	97	9	111	123	108	90	104
CCN(CC)C(=O)c1cn(CCC#N)nc1-c1ccc(F)cc1	-0.1	98	-2	106	97	101	95	106

Full records, looked up by structure. Order of values: Efflux pump mplx | LAP4 TOR yeast | AHR activator | AGP1 TOR yeast | CIT2 TOR yeast | RPL19A TOR yeast | Yeast superoxide | MEP2-GFP yeast
Results for CC(=O)Oc1ccc(C23CC4CC(CC(C4)C2)C3)cc1C(=O)O = 0.0 | 99 | -1 | 81 | 86 | 104 | 89 | 106
Results for C=CC[n+]1c(-c2ccc(Cl)cc2Cl)csc1Nc1c(C)n(C)n(-c2ccccc2)c1=O = 0.1 | 96 | 5 | 101 | 92 | 94 | 100 | 93
Results for COc1ccccc1C(=O)C1CCCN(C(=O)c2cn3cc(Cl)ccc3n2)C1 (configuration not stated) = 0.0 | 106 | 1 | 108 | 107 | 106 | 100 | 101
Results for Cn1c(NC(=O)c2ccc(S(=O)(=O)N3CCOCC3)cc2)cc(=O)n(C)c1=O = 0.7 | 90 | 2 | 94 | 94 | 103 | 101 | 103

The list goes on:
SMILES	Efflux pump mplx	LAP4 TOR yeast	AHR activator	AGP1 TOR yeast	CIT2 TOR yeast	RPL19A TOR yeast	Yeast superoxide	MEP2-GFP yeast
COc1cc(C(=O)NNc2nc3cc4c(cc3s2)OCO4)cc(OC)c1OC	0.0	82	10	96	95	102	117	91
COc1ccc(-c2csc(NC(=O)CN3C(=O)CCC3=O)n2)cc1OC	0.4	98	1	98	96	99	95	103
O=C(NC1CCS(=O)(=O)C1)N1CCCCC1 (configuration not stated)	-0.1	90	-1	96	93	98	103	102
CCOC(=O)C1=C(c2ccccc2)NC(SCC(=O)NC2CCCCC2)=C(C#N)C1c1ccco1 (configuration not stated)	-0.1	98	4	108	103	104	102	106
